Bcl-XL Bim block: disrupts Bim peptide binding to human Bcl-XL | Q07817 | bead flow cytometry, fluorescence | inhibition, % at 10 µM | 0.04% of 190,000 active
Target sequence (Q07817 whole entry, looked up): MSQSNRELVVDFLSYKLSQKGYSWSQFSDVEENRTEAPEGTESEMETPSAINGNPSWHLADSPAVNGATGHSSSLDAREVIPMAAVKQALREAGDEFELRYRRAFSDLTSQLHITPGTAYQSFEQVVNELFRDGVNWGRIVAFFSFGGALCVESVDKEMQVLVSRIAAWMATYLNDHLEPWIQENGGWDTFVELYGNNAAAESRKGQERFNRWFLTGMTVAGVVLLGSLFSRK
Bim-Mcl-1: disrupts Bim peptide binding to human Mcl-1 | Q07820 | 0.1% of 190,000 active | Bead-based flow cytometry, Bim peptide-Mcl-1 binding | inhibition, % at 10 µM;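 further: 0% = no compound tracer wells and 100% = peptide blocker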
Bim-Bcl-W: inhibitors of Bim-Bcl-W interaction, human | bead-based flow cytometry, Bim peptide-Bcl-W binding | inhibition, % at 10 µM | AID 952 | Q92843 | 0.02% of 190,000 active;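 further: 0% = bound tracer without compound and 100% = peptide blocker; higher means less fluorescent Bim peptide bound to Bcl-W beads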
Target sequence (Q92843 whole entry, looked up): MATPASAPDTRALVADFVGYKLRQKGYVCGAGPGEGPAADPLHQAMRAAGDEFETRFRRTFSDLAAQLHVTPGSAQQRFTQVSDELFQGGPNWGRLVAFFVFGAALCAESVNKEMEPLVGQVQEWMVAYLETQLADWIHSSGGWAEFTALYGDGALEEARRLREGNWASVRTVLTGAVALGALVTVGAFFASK
RGS8-Gao reg: regulators of human RGS8-Galphao interaction. P09471. multiplexed bead flow cytometry, RGS8-Galphao binding; actives lie on both sides. response (percent of control binding), % at 10 µM. 0.34% of 220,000 active; in the data active means response below about 60% or above about 140%; inactive means in between;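 further: Galphao activated as the GDP aluminium fluoride complex binding bead-coupled RGS8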
Target sequence (P09471 whole entry, looked up): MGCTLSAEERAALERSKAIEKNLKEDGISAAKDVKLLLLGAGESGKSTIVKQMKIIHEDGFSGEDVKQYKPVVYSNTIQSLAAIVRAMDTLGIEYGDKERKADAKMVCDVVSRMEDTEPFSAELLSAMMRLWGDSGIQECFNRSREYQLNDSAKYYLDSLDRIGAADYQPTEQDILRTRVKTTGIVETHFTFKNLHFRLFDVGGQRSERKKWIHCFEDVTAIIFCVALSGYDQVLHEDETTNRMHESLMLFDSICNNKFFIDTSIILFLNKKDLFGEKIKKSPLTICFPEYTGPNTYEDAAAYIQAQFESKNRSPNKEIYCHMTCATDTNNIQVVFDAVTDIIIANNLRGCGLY
RGS7-Gao: human RGS7-Galphao interaction regulation; P09471; Multiplexed bead flow cytometry, RGS7-Galphao binding; actives lie on both sides; binding response (% of control), % at 10 µM; 0.35% of 220,000 active; AID 1439; in the data active means binding response below about 49% or above about 150%; inconclusive means no clear call, values can overlap the other calls; inactive means in between;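 further: fluorescent Galphao held in activated GDP-AlF4 state binding bead-coupled RGS7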
Mcl1-Bid inh: Mcl-1/Bid interaction inhibition | Q07820 | TR-FRET Mcl-1/Bid-Dy647 peptide binding, 1536-well | inhibition, % at 21.7 µM | 0.97% of 220,000 active;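 active means compounds that cut the binding signal by more than half at the single screening dose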;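 further: His-tagged Mcl-1 with europium anti-His antibody binding Bid BH3 peptide; 0% = Mcl-1 plus peptide wells and 100% = peptide-only wells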
RGS4-Gao reg: modulates binding of RGS4 to human Galphao; binding response (% of control), % at 10 µM; 0.33% of 220,000 active; AID 1415; Multiplexed bead flow cytometry; actives lie on both sides; in the data active means binding response below about 49% or above about 150%; inactive means in between;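 further: fluorescent Galphao activated with aluminum fluoride binding bead-coupled RGS4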
Bim-Bcl-B: inhibitors of Bim-Bcl-B interaction, human. bead-based flow cytometry, Bim peptide-Bcl-B binding. inhibition, % at 10 µM. 0.073% of 190,000 active. AID 951;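 further: 0% = tracer peptide without compound and 100% = reference inhibitor peptide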
Bim-Bcl-2: human Bim-Bcl-2 interaction inhibition. 0.06% of 190,000 active. inhibition, % at 10 µM. Bead-based flow cytometry, Bim peptide-Bcl-2 binding. AID 950. P10415; in the data active means inhibition above about 40%; inconclusive means no clear call, values can overlap the other calls;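 further: 0% = no compound wells with probe peptide and 100% = reference peptide inhibitor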
Target sequence (P10415 whole entry, looked up): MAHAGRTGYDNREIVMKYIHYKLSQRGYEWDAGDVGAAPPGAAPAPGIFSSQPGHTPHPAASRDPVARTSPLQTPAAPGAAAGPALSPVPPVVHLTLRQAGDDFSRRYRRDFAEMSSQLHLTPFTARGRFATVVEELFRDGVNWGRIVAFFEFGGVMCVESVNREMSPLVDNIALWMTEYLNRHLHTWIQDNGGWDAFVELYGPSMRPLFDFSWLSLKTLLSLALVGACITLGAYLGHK
Bim-Bfl-1: inhibitors of Bim-Bfl-1 interaction, human | AID 1008 | Q16548 | Bead-based flow cytometry, Bim-Bfl-1 binding inhibition | inhibition, % at 10 µM | 0.12% of 190,000 active;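 further: 0% = wells without compound plus tracer and 100% = blocker peptide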
Mcl1-Noxa inh: Mcl-1/Noxa interaction inhibition; Q07820; TR-FRET Mcl-1/Noxa peptide binding, 2 h; inhibition, % at 21.7 µM; 1.5% of 220,000 active;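 active means compounds that cut the protein-peptide binding signal by more than 50% relative to plate controls in a single-dose test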;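 further: His-tagged Mcl-1 with rhodamine Noxa BH3 peptide and terbium anti-His antibody; 0% = Mcl-1 plus Noxa peptide wells and 100% = peptide-only wells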
Active calls of the source: *; ? = inconclusive; . = not tested or not shown. Unless noted, no stated cut-off is given here; in the data, active means inhibition above about 40%.

SMILES | Bcl-XL Bim block | Bim-Mcl-1 | Bim-Bcl-W | RGS8-Gao reg | RGS7-Gao | Mcl1-Bid inh | RGS4-Gao reg | Bim-Bcl-B | Bim-Bcl-2 | Bim-Bfl-1 | Mcl1-Noxa inh
Brc1cccc(OCCSc2ncccn2)c1 | -1 | -3 | 0 | 97 | ? | -36 | 95 | -6 | -8 | -6 | 4
On1c(-c2ccc(Cl)cc2)nc2ccccc21 | -1 | -1 | -2 | 98 | 100 | -27 | 102 | -4 | 2 | -3 | 15
COc1ccccc1NC(=O)N1CCCC(C(=O)Nc2cccc(C)c2C)C1 (centres undefined) | -2 | . | -3 | 110 | 98 | -45 | 103 | . | -1 | 0 | 6
Cc1cc(C)cc(NS(=O)(=O)c2ccc(NC(=O)C3CCCCC3C(=O)O)cc2)c1 (centres undefined) | -5 | -2 | -2 | 100 | 100 | -17 | 102 | -3 | 0 | 1 | 0
O=c1[nH]c(Cc2ccccn2)nc2scc(-c3ccccc3Cl)c12 | -4 | -1 | -3 | 97 | 93 | 11 | 94 | -4 | 0 | -4 | 18
O=C(CSc1nc2ccccc2c(=O)[nH]1)Nc1ccc(S(=O)(=O)N2CCCC2)cc1 | -24 | -4 | -3 | 104 | 102 | 16 | 109 | -10 | -10 | -16 | -7
CC(C)N(Cc1ccccc1)C(=O)COC(=O)c1cnccn1 | -2 | 1 | -1 | 103 | 101 | -33 | 102 | -1 | -1 | -4 | 10
O=C(NCc1cccs1)C1CCN(S(=O)(=O)c2cccc3nsnc23)CC1 | -3 | 0 | -1 | 100 | 99 | -12 | 100 | -1 | 0 | -2 | 9
COc1ccccc1C(CC(=O)c1ccccc1)CC(=O)c1ccccc1 | -2 | -1 | 0 | 101 | 104 | -7 | 102 | -5 | -3 | -2 | -2
O=C1NCC(O)=C1C=NCCCO | -1 | -1 | 1 | 100 | 103 | -4 | 98 | -1 | 0 | -2 | 2
COc1cc(C(=O)NCC(=O)N/N=C/c2c(C)[nH]c3ccccc23)cc(OC)c1OC | . | . | . | 103 | ? | -21 | 101 | . | . | . | 16
c1csc(CNCCN2CCOCC2)c1 | -2 | 0 | 0 | 106 | 103 | -27 | 102 | 2 | -1 | -1 | 33
CCOC(=O)c1cc(CC)sc1NC(=O)c1ccc(N2CCOCC2)c([N+](=O)[O-])c1 | 0 | -2 | 2 | 99 | 100 | -4 | 99 | -10 | -11 | -14 | -7
Cc1nnc(SCc2nc3ccccc3[nH]2)s1 | -3 | 3 | 0 | 101 | 99 | -19 | 96 | -2 | -3 | -1 | 6
O=C(CSc1nnc(-c2ccccn2)n1-c1ccccc1)Nc1ccc2c(c1)OCO2 | -4 | -3 | 1 | 100 | 100 | -11 | 101 | -4 | 0 | 1 | 2
COc1ccc(-c2c(C#N)c(N)nc3sc(C(=O)c4ccccc4)c(N)c23)cc1 | 0 | 0 | -2 | 102 | 106 | -67 | 102 | -27 | 0 | -9 | -74
CC(=O)c1c(C)[nH]c(C(=O)N2CCN(c3cc(Cl)ccc3C)CC2)c1C | -4 | -5 | -5 | 105 | 104 | -22 | 103 | -4 | -6 | -7 | 15
CN(C)c1ccc(C(=O)OCC(=O)N2CCCCCC2)cc1 | 0 | -1 | -1 | 98 | 95 | -26 | 99 | -4 | -3 | -5 | 0
CCOc1ccc(NC(=O)C2CC(=O)N=C(N)S2)cc1 (centres undefined) | 5 | 0 | 3 | 99 | 101 | -12 | 100 | 3 | -1 | 0 | 3
O=C(COC(=O)c1n[nH]c2ccccc12)Nc1ccc(S(=O)(=O)N2CCCC2)cc1 | 0 | -5 | -3 | 97 | 96 | -13 | 96 | -1 | -7 | -1 | -33

Of the compounds above, these have two or more sulfur atoms:
SMILES | Bcl-XL Bim block | Bim-Mcl-1 | Bim-Bcl-W | RGS8-Gao reg | RGS7-Gao | Mcl1-Bid inh | RGS4-Gao reg | Bim-Bcl-B | Bim-Bcl-2 | Bim-Bfl-1 | Mcl1-Noxa inh
O=C(CSc1nc2ccccc2c(=O)[nH]1)Nc1ccc(S(=O)(=O)N2CCCC2)cc1 | -24 | -4 | -3 | 104 | 102 | 16 | 109 | -10 | -10 | -16 | -7
O=C(NCc1cccs1)C1CCN(S(=O)(=O)c2cccc3nsnc23)CC1 | -3 | 0 | -1 | 100 | 99 | -12 | 100 | -1 | 0 | -2 | 9
Cc1nnc(SCc2nc3ccccc3[nH]2)s1 | -3 | 3 | 0 | 101 | 99 | -19 | 96 | -2 | -3 | -1 | 6

Following part
SMILES | Bcl-XL Bim block | Bim-Mcl-1 | Bim-Bcl-W | RGS8-Gao reg | RGS7-Gao | Mcl1-Bid inh | RGS4-Gao reg | Bim-Bcl-B | Bim-Bcl-2 | Bim-Bfl-1 | Mcl1-Noxa inh
CC(C)(C)n1cnc(C(N)=O)c1N | -4 | -4 | -1 | 101 | 99 | -4 | 104 | -5 | -2 | -1 | 11
CC(C)C(CC(=O)N1CCCCC1)C1CCOC(C)(C)C1 (centres undefined) | 1 | 0 | -1 | 103 | 104 | -9 | 106 | 0 | 4 | 1 | -6
O=C1/C(=C\c2ccc3c(c2)OCO3)CCC/C1=C/c1ccc2c(c1)OCO2 | -6 | -2 | 0 | 96 | 92 | -32 | 96 | -10 | -8 | -14 | 7
CCn1c(CNc2ccc(OC)cc2)nnc1SCC(=O)Nc1ccc(F)cc1 | -4 | -2 | -6 | 101 | 101 | -32 | 102 | -1 | -3 | -1 | 6
Cc1cc(C(=O)O)c(S(C)(=O)=O)s1 | -11 | -5 | -2 | 102 | 101 | 11 | 103 | -12 | -12 | -22 | 26
COCc1nnc(NC(=O)c2ccc(NC(=O)C(C)C)cc2)s1 | -4 | -2 | -2 | 100 | 95 | -6 | 95 | -3 | 0 | -1 | -2
COc1ccc2nc(NC(=O)CCc3nc(-c4ccccc4F)no3)sc2c1 | -6 | 0 | 0 | 99 | 98 | -24 | 96 | -2 | -7 | -15 | -32
COc1cc(CNCCCN2CCOCC2)ccc1OCC(=O)NC(C)(C)C | 1 | 3 | -1 | 105 | ? | 2 | 104 | -3 | -2 | -4 | 0
Cc1ccc2nsnc2c1S(=O)(=O)NC1CC1 | -5 | -2 | -1 | 98 | 99 | 7 | 101 | -1 | 0 | 1 | -7
CC(=O)N1CCC(=NNc2ccnc3cc(Cl)ccc23)CC1 | 1 | 0 | 0 | 105 | 104 | -46 | 106 | -3 | 0 | -5 | 14
COC(=O)C(CCSC)NC(=O)Cn1ncc2c(=O)oc3ccc(C)cc3c21 (centres undefined) | 0 | 1 | 1 | 95 | 95 | -41 | 96 | -3 | -1 | -4 | 1
CC(C)NC(=O)C(=O)c1cn(C)c2ccccc12 | -5 | -4 | -4 | 102 | 107 | -12 | 100 | -2 | -1 | 1 | 15
CCCNC(=O)/C=C/C(=O)O | 1 | -2 | 0 | 100 | 99 | -18 | 102 | 1 | 0 | 0 | 14
Cc1ccc(C(=O)NN(CCC(=O)NC(C)(C)C)C2=NS(=O)(=O)c3ccccc32)cc1 | -3 | -4 | 0 | 104 | 110 | 2 | 105 | -3 | -1 | 1 | 8
CC1CCC/C(=N/Nc2nc3ccccc3s2)C1 (centres undefined) | 0 | 0 | -3 | 99 | ? | -11 | 101 | -1 | 0 | -4 | 12
COc1cc(/C=c2\sc3nc(-c4ccncc4)nn3c2=O)ccc1OC(C)=O | -8 | -4 | -2 | 100 | 95 | 50 | 100 | -7 | -11 | -18 | 70*
O=C(COC(=O)CC1CC2CCC1C2)Nc1cccc(S(=O)(=O)NC2=NCCCCC2)c1 (centres undefined) | -2 | -5 | -2 | 99 | 98 | -3 | 99 | -1 | -2 | -1 | 3
O=C(NC1CCCC1)C1CCN(C(=O)NCc2ccccc2)CC1 | -4 | -2 | -1 | 103 | 99 | -22 | 101 | -4 | -1 | 0 | -2
CC[C@@H](C)[C@H](NS(=O)(=O)c1ccc(C)cc1)C(=O)N1CCC(C(=O)NCC(=O)O)CC1 | -1 | 0 | -1 | 107 | 109 | 4 | 109 | -4 | 0 | -1 | 9
CC(=O)c1ccc([C@@H]2C[C@]34CN(Cc5cccc(C(F)(F)F)c5)S(=O)(=O)[C@H]3C[C@H]2O4)cc1 | . | . | . | 99 | ? | -24 | 96 | . | . | . | 2
O=S(=O)(c1ccc(NC(=S)NCc2cccnc2)cc1)N1CCCCC1 | . | . | . | 100 | ? | 96* | 107 | . | . | . | 20
c1ccc(COc2ccc(OCCOCCn3cncn3)cc2)cc1 | -7 | -3 | -2 | 102 | 100 | -2 | 101 | -9 | -11 | -14 | .
COc1cc(/C=C(\NC(C)=O)C(=O)NC(C)(C)CC(C)(C)C)ccc1OC(C)=O | -8 | -7 | -7 | 103 | 102 | -1 | 103 | -7 | -12 | -7 | -7
CCc1ccc2c(c1)C1(NN=C(c3cccc4ccccc34)S1)C(=O)N2 (centres undefined) | -8 | -3 | -5 | 100 | 101 | -40 | 101 | -12 | 0 | 0 | -25
Cc1cccc(NC(=O)CN2C(=O)S/C(=C\c3cccn3-c3cccc(C(=O)O)c3)C2=O)c1 | -5 | 1 | 0 | 106 | 102 | -101 | 105 | 3 | 1 | 0 | 18
O=C(COc1ccc([N+](=O)[O-])cc1)N/N=C/c1cc([N+](=O)[O-])ccc1N1CCOCC1 | -11 | -6 | -7 | 100 | 98 | -1 | 98 | -8 | -9 | -19 | 14
COc1ccnc(Oc2cc(Cl)cc(Cl)c2)c1C#N | -4 | 0 | -1 | 100 | 103 | -1 | 102 | -5 | -4 | -7 | 14
CCOC(=O)/C=C(\C)Nc1cc(C)nn1-c1ccccc1 | 13 | 9 | 7 | 8.3* | 11* | -24 | 23* | 3 | 6 | 11 | 5
C=C(C(=O)O)C1CCC2(C)CCCC(C)(O)C2C1 (centres undefined) | . | . | . | 102 | ? | -33 | 102 | . | . | . | 16
CCn1c(SCC(=O)c2ccc3c(c2)Cc2ccccc2-3)nnc1-c1ccc(N)cc1 | 5 | 3 | 3 | 97 | 96 | 23 | 91 | -3 | 3 | 0 | 11
CCOC(=O)C1=C(C)NC(SCC(N)=O)=C(C#N)C1c1cccs1 (centres undefined) | 0 | -1 | -3 | 95 | 95 | -16 | 99 | -9 | -1 | 0 | -1
COc1ccccc1C(=O)NCCCn1cc(Br)c(C)n1 | -2 | -1 | -2 | 96 | 110 | -13 | 101 | -10 | -4 | -8 | 7
COc1ccc(NC(=O)CSCc2ccccc2C)cc1 | -6 | -4 | -3 | 103 | 98 | -50 | 101 | -3 | -5 | -4 | 9
Cc1cc(=O)[nH]c(SCC(=O)Nc2ccccc2C#N)c1C#N | 0 | 4 | 4 | 99 | 94 | -69 | 100 | -2 | -2 | -8 | -2
O=[N+]([O-])c1cccc(/C=N\N2CCN(Cc3ccccc3Cl)CC2)c1 | -4 | -2 | -6 | 100 | 102 | 14 | 102 | -4 | 1 | 0 | 39
Cc1cc(C)cc(NC(=O)C2CCCN2/C=C/C(=O)C(F)(F)F)c1 (centres undefined) | -6 | -4 | -6 | 99 | 99 | -52 | 102 | -8 | -6 | -6 | -7
COc1cccc(NC(=S)NCc2ccncc2)c1 | -3 | -2 | -1 | 101 | 111 | -66 | 108 | -8 | -8 | -18 | 16
O=c1nc(SCc2cccc(C(F)(F)F)c2)nc2ccccn12 | 0 | -2 | 2 | 97 | 100 | -10 | 97 | -2 | 0 | -1 | 12
COc1ccc(Cn2c(C)c(C)c(C#N)c2NC(=O)Nc2ccc(Cl)cc2)cc1 | -2 | 0 | 0 | 101 | 100 | -51 | 104 | -8 | -4 | -9 | 8
Cc1ccc(C(=O)/C=C/c2ccco2)c(O)c1 | -4 | -2 | -1 | 95 | 96 | -43 | 94 | -11 | 2 | 8 | 12
